Compound activity deposited in PubChem BioAssay by Sanford-Burnham Center for Chemical Genomics.
MPTP block – mitochondrial permeability transition pore inhibitors, primary screen, biochemical, isolated mouse mitochondria, absorbance; Ca2+ swelling absorbance, 30 min; inhibition, % at 10 µM; 1.4% of 360,000 active; AID 602449, 2012;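 active = inhibition of 50% or more, scaled per plate between neutral and stimulator controls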;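 also: 0% = DMSO wells given calcium and 100% = 1 mM EGTA wells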
CXCR6 block – CXCR6 receptor inhibitors, primary screen, cell-based, beta-arrestin, luminescence, CHO-K1 PathHunter, 1536-well | inhibition, % at 20 µM | AID 602244, 2012 | 0.36% of 360,000 active; in the data active = inhibition above about 34%, passing the limit was not always enough;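 also: antagonist mode with CXCL16 agonist at 10 nM final; 0% = 10 nM CXCL16 with DMSO and 100% = unstimulated wells without agonist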
Target sequence (O00574 whole entry, looked up): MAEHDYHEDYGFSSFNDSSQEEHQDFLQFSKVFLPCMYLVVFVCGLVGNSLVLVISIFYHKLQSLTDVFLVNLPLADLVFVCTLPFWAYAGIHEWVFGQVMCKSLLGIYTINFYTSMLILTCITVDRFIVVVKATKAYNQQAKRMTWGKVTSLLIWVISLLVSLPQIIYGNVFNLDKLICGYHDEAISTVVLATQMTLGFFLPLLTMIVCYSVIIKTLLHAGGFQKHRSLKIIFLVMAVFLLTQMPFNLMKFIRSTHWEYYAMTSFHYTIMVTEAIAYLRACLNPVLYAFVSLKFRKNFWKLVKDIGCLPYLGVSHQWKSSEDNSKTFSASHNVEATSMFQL
EBI2 block – EBI2 receptor antagonists, beta-arrestin recruitment, primary screen, cell-based, luminescence, 7a,25-OHC stimulation, uHTS; G-protein coupled receptor 183 (Homo sapiens), P32249; 7a,25-OHC stimulated; inhibition, % at 5 µM; 0.81% of 360,000 active; AID 651636, 2012; in the data active = inhibition above about 38%;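 also: enzyme fragment complementation signal reports receptor beta-arrestin coupling in cells; 0% = agonist plus DMSO wells and 100% = wells without agonist; some results beyond the cut were filed as inactive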
Target sequence (P32249 whole entry, looked up, the tested form may be a part): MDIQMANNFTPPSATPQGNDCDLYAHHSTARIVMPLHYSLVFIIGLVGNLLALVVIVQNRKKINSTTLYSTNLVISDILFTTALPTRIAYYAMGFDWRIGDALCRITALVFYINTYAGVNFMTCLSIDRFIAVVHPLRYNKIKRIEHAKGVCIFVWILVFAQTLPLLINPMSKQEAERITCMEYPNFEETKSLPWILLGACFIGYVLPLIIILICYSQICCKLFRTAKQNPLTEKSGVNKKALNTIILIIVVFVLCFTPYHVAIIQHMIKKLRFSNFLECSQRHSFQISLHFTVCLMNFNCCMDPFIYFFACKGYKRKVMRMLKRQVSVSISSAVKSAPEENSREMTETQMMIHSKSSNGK
* marks the source's active call; other numbers are inactive results. These rows are one share of the data; count on the stated rates, not on these rows.

Sequence of screens – EBI2 block | MPTP block | CXCR6 block
Cc1ccc(S(=O)(=O)N2C[C@H]3[C@H]4C(=O)N(C)C(=O)[C@H]4CC(=O)[C@H]3[C@@H]2c2ccccc2F)cc1
  -8 | -3.3 | -1
COc1ccc(OC(F)(F)F)cc1CC1(C)C(=O)Nc2c(Cl)ccc(Cl)c21 (stereo not drawn)
  -10 | 1.5 | 10
CC(=O)Nc1cc(-c2ccccc2)cn2c(-c3ccc(F)cc3)cnc12
  19 | 1.1 | 7
NC(c1ccccc1)c1csc(NC(=O)NCC2CCCCC2)n1 (stereo not drawn)
  7 | 4.2 | 9
CCc1nc2c(OCC(=O)c3ccc(Cl)cc3Cl)cccn2c1N(C=O)Cc1ccc(OC)cc1
  6 | -0.3 | 0
CCN(C(=O)CN1C(=O)S/C(=C\c2ccccc2Cl)C1=O)C1CCS(=O)(=O)C1 (stereo not drawn)
  -10 | 0.7 | 2
CC(C)CC1C(=O)N(Cc2cn(Cc3ccco3)nn2)CCS(=O)(=O)N1Cc1ccc(-c2cccc(CO)c2)cc1 (stereo not drawn)
  10 | 0.1 | 3
COC(=O)C1(C(=O)OC)C/C=C\CN(S(=O)(=O)c2ccccc2[N+](=O)[O-])CCC1
  -3 | 0.2 | -1
O=C(Nc1ccc(F)c(Cl)c1)C1Cc2c(-c3ccccc3Oc3ccccc3)ccnc2O1 (stereo not drawn)
  -6 | 1.5 | 4
CCOC(=O)C1(C)CCCN1C(=O)c1ccc(OC)c(F)c1 (stereo not drawn)
  -5 | 1.8 | 9
CCOC(=O)N1CCN(C(=O)C[C@@H]2C[C@@]3(C(=O)OCC)CCCC=C3N(Cc3ccco3)C2=O)CC1
  -4 | -0.7 | -6
COc1ccccc1-c1cnc(C(O)c2c(C)cccc2C)[nH]1 (stereo not drawn)
  -1 | 1.0 | 8
CN(C)CCOc1ccc2c(c1)C(=O)C(=Cc1ncc([N+](=O)[O-])n1C)C2
  -5 | 0.8 | -2
COc1ccccc1NC(=O)C(CC(=O)O)Cc1cc(C)cc(C)c1 (stereo not drawn)
  -9 | -0.4 | 0
C[C@H]1CN([C@@H](C)CO)C(=O)CCCn2cc(nn2)CO[C@@H]1CN(C)C(=O)Nc1ccccc1
  5 | -0.7 | 1
Nc1ccc2c(c1)[nH]c(=O)c1cc(N)ccc12
  -6 | 0.2 | -12
COC(=O)[C@]12CCCCC=C1N(Cc1cccc3ccccc13)C(=O)[C@H](CC(=O)N1CCN(C(=O)c3ccco3)CC1)C2
  10 | -0.1 | 1
CCCS(=O)(=O)NC(=O)C1(C)CCCN(C(=O)CSc2ccccc2)C1 (stereo not drawn)
  -3 | 1.4 | 13
COc1ccc(C(O)c2ncc(-c3ccc4ccccc4c3)[nH]2)cc1 (stereo not drawn)
  -2 | -0.2 | -5
COc1cc(OC)cc(C2=Cc3ccccc3C(CC(C)=O)N2c2ccc(C#CCCO)cc2)c1 (stereo not drawn)
  2 | 2.0 | 0
COc1ccc(NC(=O)N(C)C[C@@H]2OCc3cnnn3CCCC(=O)N([C@H](C)CO)C[C@@H]2C)cc1
  -4 | -0.7 | 2
Clc1ccccc1NN=Cc1ccccn1
  -15 | -3.2 | -4
CCCCc1c(-c2ccccc2OC)ncn1Cc1cccc(-c2ccccc2)c1
  16 | 31 | 17
COc1cccc(-c2ccc(NC(=O)C3CCCN(Cc4ccccn4)C3)cc2)c1 (stereo not drawn)
  -1 | 2.2 | 0
COC(=O)N(C)C[C@H]1OCc2cn(nn2)CCCC(=O)N([C@@H](C)CO)C[C@@H]1C
  -9 | -0.5 | -8
COC(=O)c1cccc(CN2C(=O)C(C)Sc3ccc(C)cc32)c1 (stereo not drawn)
  1 | 0.6 | -9
CCCNC(=O)C1(C)CCN(C(=O)c2ccc3sccc3c2)C1 (stereo not drawn)
  -3 | 0.5 | -5
COc1ccc(-c2csc(C(C)(O)c3ccc(OC)cc3)n2)cc1 (stereo not drawn)
  3 | 2.7 | 4
COCC(=O)N(C)C[C@H]1Oc2ncc(C#C[C@H](C)O)cc2C(=O)N([C@@H](C)CO)C[C@H]1C
  -6 | -1.0 | -2
CCCS(=O)(=O)NC(=O)C1(C)CCN(C(=O)c2cc3ccccc3s2)C1 (stereo not drawn)
  -13 | 0.6 | -4
CCOc1ccc(NC(=O)COC(=O)c2c[nH]c3ccccc23)cc1
  -1 | -0.5 | -3
OC[C@@H]1CN(CCN2CCOCC2)C[C@H](n2cnc3c(N4CCCC4)ncnc32)O1
  -8 | 0.1 | 3
Cc1nc(NC(=O)c2ccccc2)sc1-c1cc(C(=O)N2CCOCC2)nn1Cc1ccccc1
  9 | 1.4 | 5
COc1ccc(Cl)c(-c2cc(C(=O)NCc3ccc(C(F)(F)F)cc3)[nH]n2)c1
  15 | 10 | -7
CC(C)(C)n1nnnc1C(c1ccccc1)N1CCN(c2ccccc2)CC1 (stereo not drawn)
  -4 | -0.8 | -12
Cc1ccc(S(=O)(=O)N2C[C@@H](C)[C@]3(C2)[C@H](O)[C@H](OC(=O)NCc2ccccc2)C[C@H]2C(=O)N(c4ccccc4)C(=O)[C@H]23)cc1
  2 | -1.7 | 7
CCOC(=O)CC(=O)Nc1cc2ccc(OC)c(OC)c2cc1C(=O)OCC
  3 | 1.1 | 7
COc1cccc(Nc2nc(C(C)N)cs2)n1 (stereo not drawn)
  0 | -1.6 | -5
Cc1cc2nc(NC(=O)C3(C)CCN3C(=O)C(C)C)[nH]c2cc1C (stereo not drawn)
  0 | -0.2 | -1
COc1cc2nc(CN3CCN(S(=O)(=O)c4ccccc4[N+](=O)[O-])CC3)[nH]c(=O)c2cc1OC
  45* | -0.5 | 1
C[C@@H]1CN([C@H](C)CO)C(=O)CCCn2cc(nn2)CO[C@H]1CN(C)C(=O)Nc1ccc2c(c1)OCCO2
  -7 | -0.5 | 1
CC(=O)c1ccc(OCC(=O)Nc2ccc3c(c2)OCO3)cc1
  -3 | 0.8 | 3
CCCNC(=O)C1(C)CCCN(Cc2cc(-c3ccccc3)nn2C)C1 (stereo not drawn)
  1 | 0.2 | 6
COc1ccc(NC(=O)CSc2nnc3n2CCCCC3)cc1OC
  -3 | -3.0 | -3
COc1ccc(OC)c(NS(=O)(=O)c2ccc3[nH]c(=O)[nH]c3c2)c1
  -6 | -2.5 | -7
N#Cc1nnn2c1nc(N)c1c(Cl)cccc12
  2 | -2.9 | -11
CCOC(=O)C(C(=O)OCC)C(=O)c1cccc2ccc3ccccc3c12
  2 | -0.6 | -3
C[C@H](CO)N1C[C@H](C)[C@@H](CN(C)C(=O)C2CCOCC2)Oc2ncc(Br)cc2C1=O
  -1 | -0.8 | 3
C[C@@H]1CN([C@@H](C)CO)S(=O)(=O)c2ccc(Br)cc2O[C@@H]1CN(C)Cc1cccnc1
  -5 | -1.5 | 0
Cc1ccc(S(=O)(=O)N(C)C[C@@H]2Oc3ncc(C#CCC(C)C)cc3C(=O)N([C@H](C)CO)C[C@H]2C)cc1
  17 | -1.6 | 8
CNc1cncc(-c2ccc(CN(C)C)cc2)n1
  3 | 0.3 | 7
O=C(C(=Cc1ccc(O)cc1)c1ccccc1)c1ccccc1
  9 | 3.3 | 10
O=C(NC(Cc1c[nH]c2ccccc12)C(=O)O)c1cccc(S(=O)(=O)N2CCCCC2)c1 (stereo not drawn)
  -9 | 0.7 | 0
CN(C)c1cccc(CNC(=O)c2csc([C@@H]3C[C@H](O)[C@@H](CO)O3)n2)c1
  -4 | 0.4 | 6
Cc1cccc(NC(=O)CNC(=O)c2cc(S(=O)(=O)N(C)C)ccc2N2CCCC2)c1C
  -3 | -0.5 | -3
COc1ccc(NC(=O)C2Cc3c(-c4ccco4)ccnc3O2)cc1OC (stereo not drawn)
  -15 | 6.7 | -3
CC(C)NC(=O)C1Cc2c(-c3ccccc3Oc3ccccc3)ccnc2O1 (stereo not drawn)
  -6 | -0.4 | -1
O=C(c1ccc(F)cc1)N1CCC(C(=O)N2CCCc3ccccc32)CC1
  15 | -1.0 | 1
O=S(=O)(Nc1ccc(C(O)(C(F)(F)F)C(F)(F)F)cc1)c1cccc2ccccc12
  15 | 0.1 | 5
Cc1ccc(S(=O)(=O)n2c(N)nc3cc(C)c(C)cc32)cc1
  3 | 1.3 | 0

Going on with the list.
Sequence of screens – EBI2 block | MPTP block | CXCR6 block
COCCN1C[C@@H](CO)O[C@@H](n2cnc3c(NCc4ccncc4)ncnc32)C1
  -5 | 0.0 | 2
CCCCCC(=O)N1C[C@H](O)[C@@H](n2cc(-c3ccc(F)cc3)nn2)C[C@@H]1c1ccc(Cl)cc1
  30 | -0.8 | -1
Cc1ccc(-c2nc3cc(C)c(Br)c(C)n3c2CC(C)(C)C)cc1
  -5 | 4.2 | 3
C[C@@H]1CN([C@@H](C)CO)C(=O)CCCn2nncc2CO[C@@H]1CN(C)C(=O)Nc1cccc2ccccc12
  -7 | -1.7 | -1
CN(C)Cc1csc(NC(=O)Nc2cccc(Cl)c2)n1
  -28 | 0.0 | -14
CC1(C(=O)NS(=O)(=O)C2CC2)CCCN(C(=O)c2ccccc2OC(F)(F)F)C1 (stereo not drawn)
  -11 | 2.9 | 2
C[C@@H]1CN([C@@H](C)CO)C(=O)CCCn2nncc2CO[C@H]1CN(C)S(=O)(=O)c1ccccc1C#N
  -2 | -0.6 | 2
CCN(CC)C(=O)C1=C(C)N(CCC2=CCCCC2)C(=O)C(CC(=O)NCCCCc2ccccc2)C1 (stereo not drawn)
  11 | -1.9 | 9
CC1(C)CC(=O)C=C(c2ccc(-c3ccccc3)cc2)C1=O
  19 | -0.9 | 1
CCCNC(=O)C1(C)CCCN(Cc2ccccc2-c2ccccc2)C1 (stereo not drawn)
  3 | -0.4 | 5
Cc1ccc(Nc2nc(N)nc(N)c2N=O)cc1Cl
  6 | 2.4 | 19
Cc1ccccc1NC(=O)COC(=O)c1c(C)nn(-c2ccccc2)c1C
  -3 | -0.5 | -1
CCc1nc2c(OCc3ccc(S(C)(=O)=O)cc3)cccn2c1N(C)C(=O)c1ccccc1F
  -1 | 2.1 | -10
CCOC(=O)CC1(C)c2nc(NC(C)=O)sc2Cc2sc(NC(C)=O)nc21
  2 | 1.3 | -2
OC(c1ccc(Cl)c(Cl)c1)c1ncc(-c2ccccc2C(F)(F)F)[nH]1 (stereo not drawn)
  12 | 20 | -4
CC(C)C[C@@H](CN1CCC[C@@H]1CN1C(=S)NC[C@@H]1Cc1ccc(O)cc1)N1C[C@H](Cc2ccccc2)N(CCc2ccccc2)C1=S
  47* | 0.8 | 0
C#CCN(C[C@@H]1[C@@H](OC(=O)Nc2cccs2)[C@@H](OC(=O)Nc2cccs2)Cn2c(=O)n(CCCCCC)c(=O)n21)S(=O)(=O)c1ccc(C)cc1
  17 | -0.7 | 9
CC(C)(C)c1ccc(Nc2n[nH]c3ccccc23)cc1
  14 | 4.9 | -8
COc1ccc(CC(=O)Nc2ccccc2C(F)(F)F)cc1S(=O)(=O)N1CCOCC1
  -11 | 0.3 | 6
Cc1ccc(S(=O)(=O)N2C[C@H]3[C@H]4C(=O)N(c5ccccc5)C(=O)[C@H]4CC(=O)[C@H]3[C@@H]2c2ccc(Cl)cc2)cc1
  -2 | -0.7 | -8
CSCCC(c1nnnn1Cc1ccccc1)N1CCN(C/C=C/c2ccccc2)CC1 (stereo not drawn)
  19 | 2.1 | 2
O=C(NCc1ccccc1)c1cccc2c(-c3cccnc3)coc12
  4 | 0.2 | 1
O=C1NC[C@H](Cc2ccc(O)cc2)N(C[C@@H]2CCCN2C[C@H](Cc2ccccc2)N2C[C@H](Cc3ccccc3)N(CC3CCCCC3)C(=O)C2=O)C1=O
  -7 | -2.7 | 6
CC(=O)Nc1cccc(NC(=O)C(=O)c2cn(CC(=O)N3CCCC3)c3ccccc23)c1
  -4 | -0.7 | 6
OC[C@@H]1CN(Cc2ccc(F)cc2)C[C@H](n2cnc3c(NCc4ccncc4)ncnc32)O1
  -2 | -0.5 | 3
COc1ccc(-c2oc3c4c2C(=O)OCCOC4CCC3)cc1 (stereo not drawn)
  -4 | 0.9 | -2
O=C(NCc1cccs1)c1ccc2sc(COCCO)nc2c1
  -2 | -0.4 | 0
CCOc1ccc(-c2cc(C(=O)NC3CCCCC3)[nH]n2)c(C)c1
  11 | 1.1 | 6
COc1ccc(C2=NN(C(=O)c3ccco3)C(c3cccs3)C2)cc1OC (stereo not drawn)
  -4 | -0.3 | 6
Cc1ccc([C@H]2N[C@]3(CCCN(CC4CCCCC4)C3=O)[C@H]3C(=O)N(C)C(=O)[C@@H]23)cc1
  -5 | 1.4 | -2
Cc1ccccc1CN1C[C@H]2CON(C)[C@H]2C[C@H]1c1cccc(Br)c1
  23 | 9.5 | -2
C[C@H]1CN([C@@H](C)CO)C(=O)CCCn2cc(nn2)CO[C@@H]1CN(C)C(=O)Nc1ccccc1C(F)(F)F
  -3 | -2.4 | -1
COc1ccc(C(=O)N2CCCCC2c2cc(C(=O)Nc3cccc(C#N)c3)no2)cc1 (stereo not drawn)
  3 | 1.3 | -4

Given tab-delimited: entries from further up.
compound	EBI2 block	MPTP block	CXCR6 block
COc1ccc(CC(=O)Nc2ccccc2C(F)(F)F)cc1S(=O)(=O)N1CCOCC1	-11	0.3	6
Cc1ccc(S(=O)(=O)N2C[C@H]3[C@H]4C(=O)N(c5ccccc5)C(=O)[C@H]4CC(=O)[C@H]3[C@@H]2c2ccc(Cl)cc2)cc1	-2	-0.7	-8
CSCCC(c1nnnn1Cc1ccccc1)N1CCN(C/C=C/c2ccccc2)CC1 (stereo not drawn)	19	2.1	2
O=C(NCc1ccccc1)c1cccc2c(-c3cccnc3)coc12	4	0.2	1
